TcdB inh = TcdB glycohydrolase inhibitors, primary screen, biochemical, single point, plate reader. Toxin B (Clostridioides difficile), P18177. TcdB glycohydrolase enzymatic assay. inhibition, % at 9.99 µM. 0.24% of 350,000 active; in the data active = inhibition above about 10%
An asterisk follows results filed as active. An excerpt; the hit share may differ from the screen's.

compound	TcdB inh
C[C@@H]1CCCCO[C@H](CN(C)Cc2ccccc2)[C@H](C)CN([C@H](C)CO)C(=O)c2cc(NC(=O)Nc3ccc(C(F)(F)F)cc3)ccc2O1	0.9
C[C@H](CO)N1C[C@H](C)[C@H](CN(C)C(=O)Nc2ccccc2)Oc2ccc(NC(=O)CCCN(C)C)cc2C1=O	0.3
CC(C)CC#Cc1ccc2c(c1)O[C@H](CN(C)S(C)(=O)=O)[C@@H](C)CN([C@H](C)CO)S2(=O)=O	2.5
CC(C)CC#Cc1cnc2c(c1)C(=O)N([C@H](C)CO)C[C@@H](C)[C@H](CN(C)S(=O)(=O)c1cn(C)cn1)O2	1.0
C[C@H]1CN([C@@H](C)CO)C(=O)c2cc(/C=C/c3ccccc3)cnc2O[C@H]1CN(C)C(=O)C1CCOCC1	1.4
Cc1noc(C)c1NC(=O)Nc1ccc2c(c1)CC(=O)N([C@H](C)CO)C[C@@H](C)[C@H](CN(C)Cc1ccc(C(=O)O)cc1)O2	-0.3
COC(=O)[C@H]1[C@H](CO)[C@H]2Cn3c(ccc(-c4ccccc4)c3=O)[C@H]2N1C(=O)C1CC1	-0.9
CN1CCN(C(=O)C[C@@H]2CC[C@@H]3[C@H](COC[C@@H](O)CN3CC3CCCC3)O2)CC1	0.9
Cc1ccccc1S(=O)(=O)N1CC(=O)N2[C@@H](CO)[C@@H](c3ccc(C#Cc4ccccc4)cc3)[C@@H]2C1	0.6
CO[C@@H]1CN(C)C(=O)c2ccc(NC(=O)Nc3ccccc3Cl)cc2OC[C@@H](C)N(Cc2ccccc2C(=O)O)C[C@H]1C	1.1
Cc1cc(C(=O)Nc2ccc3c(c2)C(=O)N(C)[C@@H]2CC[C@@H](CC(=O)N[C@H](C)c4ccccc4)O[C@@H]2CO3)no1	2.1
COc1ccc(-c2cnc3c(c2)C(=O)N([C@@H](C)CO)C[C@H](C)[C@H](CN(C)Cc2ccccc2)O3)cc1	1.2
C[C@H]1CN([C@@H](C)CO)C(=O)c2cc(-c3cccc(C#N)c3)cnc2O[C@@H]1CN(C)Cc1cccnc1	-13
C[C@@H]1CN([C@@H](C)CO)S(=O)(=O)c2ccc(-c3ccccc3F)cc2O[C@H]1CN(C)C	-0.5
C[C@H]1CN([C@@H](C)CO)C(=O)Cc2cc(NC(=O)Nc3ccc4c(c3)OCO4)ccc2O[C@H]1CN(C)Cc1ccc(-c2ccccc2)cc1	0.0
C[C@@H]1CN([C@H](C)CO)C(=O)c2cc(NC(=O)Nc3ccccc3)ccc2O[C@H]1CN(C)C(=O)NC1CCCCC1	-1.3
CCCC(=O)Nc1ccc2c(c1)C(=O)N(C)[C@H]1CC[C@@H](CC(=O)NCCc3ccncc3)O[C@@H]1CO2	-1.2
Cc1noc(C)c1NC(=O)N(C)C[C@H]1Oc2ncc(C#CCC(C)C)cc2C(=O)N([C@@H](C)CO)C[C@H]1C	1.4
C[C@H](CO)N1C[C@H](C)[C@@H](CN(C)C(=O)c2cccnc2)Oc2cc(C3=CCCC3)ccc2S1(=O)=O	0.3
CCCN1[C@@H]2c3ccc(-c4ccccc4)c(=O)n3C[C@@H]2[C@@H](CO)[C@@H]1C(=O)OC	-0.9

Five compounds from above, ordered by SMILES length, high to low.
compound	TcdB inh
C[C@H]1CN([C@@H](C)CO)C(=O)Cc2cc(NC(=O)Nc3ccc4c(c3)OCO4)ccc2O[C@H]1CN(C)Cc1ccc(-c2ccccc2)cc1	0.0
CO[C@@H]1CN(C)C(=O)c2ccc(NC(=O)Nc3ccccc3Cl)cc2OC[C@@H](C)N(Cc2ccccc2C(=O)O)C[C@H]1C	1.1
C[C@@H]1CN([C@H](C)CO)C(=O)c2cc(NC(=O)Nc3ccccc3)ccc2O[C@H]1CN(C)C(=O)NC1CCCCC1	-1.3
C[C@H](CO)N1C[C@H](C)[C@@H](CN(C)C(=O)c2cccnc2)Oc2cc(C3=CCCC3)ccc2S1(=O)=O	0.3
C[C@H]1CN([C@@H](C)CO)C(=O)c2cc(-c3cccc(C#N)c3)cnc2O[C@@H]1CN(C)Cc1cccnc1	-13

Following part.
compound	TcdB inh
C/C=C/c1ccc([C@@H]2[C@@H](CO)N(C(C)=O)[C@@H]2CNC(=O)CC2CC2)cc1	-1.1
CCC(=O)N1C[C@H]2[C@@H](c3ccccc31)[C@H](CO)N2Cc1ccc(F)cc1	-1.1
O=C(C[C@@H]1C=C[C@H](NC(=O)c2ccccc2)[C@@H](CO)O1)NCc1ccc(Oc2ccccc2)cc1	0.6
COCC(=O)N1[C@H](CO)[C@H](c2ccc(C#CC(C)C)cc2)[C@@H]1CNC(C)=O	-0.7
COc1ccccc1-c1cnc2c(c1)C(=O)N([C@@H](C)CO)C[C@H](C)[C@H](CN(C)C(=O)CN(C)C)O2	-0.7
CO[C@@H]1CN(C)C(=O)c2ccc(NC(=O)Nc3ccc(Cl)cc3)cc2OC[C@H](C)N(C)C[C@H]1C	1.2
O=C(C[C@@H]1CC[C@H]2[C@@H](COC[C@H](O)CN2CCC(F)(F)F)O1)N1CCC(Cc2ccccc2)CC1	0.0
Cc1cccc(-c2ccc([C@@H]3[C@H](CO)N4CCCCN(Cc5ccncc5)C[C@@H]34)cc2)c1	0.1
COc1cccc(NC(=O)N(C)C[C@@H]2OCc3ccccc3-c3c(n(C)c4ccccc34)C(=O)N([C@@H](C)CO)C[C@H]2C)c1	0.8
CO[C@@H]1CN(C)C(=O)c2ccc(NC(=O)Nc3ccc(Cl)cc3)cc2OC[C@H](C)N(C(=O)Nc2c(C)noc2C)C[C@H]1C	-0.4
CCNC(=O)C[C@H]1CC[C@H]2[C@@H](COc3ccc(NC(=O)Nc4ccc(C)cc4)cc3C(=O)N2C)O1	0.3
CO[C@H]1CN(C)C(=O)c2cc(NC(C)=O)ccc2OC[C@@H](C)N(C(=O)c2ccccn2)C[C@H]1C	-1.1
C[C@@H](O)C#Cc1cnc2c(c1)C(=O)N([C@@H](C)CO)C[C@H](C)[C@@H](CN(C)CC1CCCC1)O2	0.2
C[C@@H]1CCCCO[C@H](CN(C)C(=O)Nc2ccccc2)[C@H](C)CN([C@H](C)CO)C(=O)c2cc(NC(=O)CCC(F)(F)F)ccc2O1	0.3
Cc1cc(C(=O)Nc2cccc3c2O[C@H](CN(C)Cc2ccccc2)[C@H](C)CN([C@@H](C)CO)C3=O)n(C)n1	-0.6
Cc1ccc(S(=O)(=O)Nc2ccc3c(c2)C(=O)N([C@H](C)CO)C[C@H](C)[C@@H](CN(C)Cc2ccc(Cl)c(Cl)c2)O3)cc1	-0.2
CN1C(=O)c2cc(NC(=O)c3ccccc3Cl)ccc2OC[C@@H]2O[C@H](CC(=O)NCC(F)(F)F)CC[C@@H]21	-1.8
C[C@@H]1CN([C@@H](C)CO)S(=O)(=O)c2ccc(C3=CCCCC3)cc2O[C@H]1CN(C)S(=O)(=O)c1ccc(F)cc1	0.3
C[C@@H]1CN([C@H](C)CO)C(=O)c2cc(NC(=O)CCCCCC(=O)Nc3ccccc3N)ccc2O[C@@H]1CN(C)Cc1ccncc1	-1.6
C[C@@H]1CN([C@H](C)CO)C(=O)c2cc(-c3ccc(C#N)cc3)cnc2O[C@H]1CN(C)C(=O)CC1CC1	1.1

More structures follow:
| Molecule | TcdB inh |
| --- | --- |
| O=C(C[C@H]1C[C@@H]2c3cc(NC(=O)CC4CC4)ccc3O[C@@H]2[C@@H](CO)O1)NCc1cccc(F)c1 | -1.7 |
| O=C(NCC1CC1)[C@@H]1[C@@H](CO)[C@@H]2Cn3c(ccc(C4=CCCC4)c3=O)[C@H]1N2C(=O)C1CC1 | 0.6 |
| CCCN(C)C[C@H]1OCc2cnnn2CCCC(=O)N([C@@H](C)CO)C[C@@H]1C | 0.5 |
| COc1ccc(NC(=O)Nc2ccc3c(c2)CC(=O)N([C@@H](C)CO)C[C@H](C)[C@H](CN(C)S(=O)(=O)c2ccccc2)O3)cc1 | -0.9 |
| CC(=O)N1[C@@H]2c3ccc(-c4cccc(F)c4)c(=O)n3C[C@H]1[C@H](CO)[C@H]2C(=O)NCCCN(C)C | -11 |
| O=C(c1cnccn1)N1CC(=O)N2[C@H](CO)[C@H](c3ccc(C#CCc4ccccc4)cc3)[C@@H]2C1 | -0.6 |
| C[C@@H]1CN([C@H](C)CO)C(=O)Cc2cc(NS(=O)(=O)c3ccc(F)cc3)ccc2O[C@@H]1CN(C)Cc1ccc(C(=O)O)cc1 | 0.8 |
| CCCC#Cc1ccc2c(c1)O[C@@H](CN(C)C(=O)Nc1ccccc1F)[C@@H](C)CN([C@H](C)CO)S2(=O)=O | -0.8 |
| CO[C@@H]1CN(C)C(=O)c2ccc(NC(=O)C3CCOCC3)cc2OC[C@@H](C)N(S(=O)(=O)c2ccc(C)cc2)C[C@H]1C | -0.3 |
| C[C@H]1CN([C@@H](C)CO)C(=O)c2cc(NS(=O)(=O)c3ccc(F)cc3)ccc2O[C@H]1CN(C)S(=O)(=O)c1cccs1 | -0.6 |
| O=C(C[C@@H]1CC[C@@H](NC(=O)C2CCC2)[C@@H](CO)O1)NCC1CC1 | -1.7 |
| C[C@@H]1CN([C@@H](C)CO)C(=O)c2cc(NS(=O)(=O)c3ccc(F)cc3)ccc2O[C@@H](C)CCCCO[C@H]1CN(C)S(=O)(=O)c1cccs1 | 0.8 |
| Cc1ccc(-c2cnc3c(c2)C(=O)N([C@H](C)CO)C[C@@H](C)[C@@H](CN(C)S(C)(=O)=O)O3)cc1 | -0.2 |
| COc1ccc(CN(C)C[C@@H]2Oc3ccc(NC(=O)CCCCCC(=O)Nc4ccccc4N)cc3CC(=O)N([C@@H](C)CO)C[C@@H]2C)cc1 | -0.7 |
| C[C@H]1CCCCO[C@@H](CN(C)C(=O)CCCN(C)C)[C@@H](C)CN([C@@H](C)CO)C(=O)c2cc(NC(=O)Cc3ccccc3)ccc2O1 | 0.9 |
| Cc1ccc(S(=O)(=O)Nc2ccc3c(c2)C(=O)N([C@@H](C)CO)C[C@@H](C)[C@H](CN(C)S(=O)(=O)c2ccccc2)OCCCC[C@@H](C)O3)cc1 | -0.7 |
| Cc1noc(C)c1NC(=O)N(C)C[C@@H]1Oc2ccc(NC(=O)CCN3CCOCC3)cc2C(=O)N([C@H](C)CO)C[C@H]1C | 0.8 |
| C[C@@H]1CN([C@@H](C)CO)C(=O)c2cccc(NS(=O)(=O)c3ccc(F)cc3)c2O[C@H]1CN(C)S(=O)(=O)c1ccc(Cl)cc1 | 0.6 |
| C[C@H](CO)N1C[C@H](C)[C@@H](CN(C)Cc2ccc(-c3ccccc3)cc2)Oc2ccc(NC(=O)Nc3ccc4c(c3)OCO4)cc2C1=O | -0.2 |
| Cc1ccc(S(=O)(=O)N[C@@H]2CC[C@@H](CC(=O)O)O[C@@H]2CO)cc1 | -1.6 |
| CO[C@@H](CN(C)S(=O)(=O)c1cccc(Cl)c1)[C@H](C)CN([C@@H](C)CO)S(=O)(=O)c1ccc(Cl)cc1 | -0.1 |
| C[C@@H](NC(=O)C[C@H]1CC[C@@H](NC(=O)c2cccnc2)[C@H](CO)O1)c1ccccc1 | 0.4 |
| CCCNC(=O)N1C[C@H]2[C@@H](c3ccccc31)[C@@H](CO)N2Cc1cc(F)ccc1F | -0.1 |
| CN(C)CC#Cc1ccc([C@H]2[C@H](CO)N3CCCCN(CC4CC4)C[C@@H]23)cc1 | -1.0 |
| COc1ccccc1C#Cc1cnc2c(c1)C(=O)N([C@H](C)CO)C[C@@H](C)[C@@H](CN(C)C(=O)CN(C)C)O2 | -0.1 |
| C[C@@H]1CN([C@@H](C)CO)S(=O)(=O)c2ccc(C#CC3(O)CCCC3)cc2O[C@@H]1CN(C)C(=O)c1cccnc1 | -1.3 |
| Cc1ccc(S(=O)(=O)N(C)C[C@@H]2Oc3ccc(NC(=O)Cn4cnnn4)cc3CC(=O)N([C@H](C)CO)C[C@H]2C)cc1 | 0.1 |
| CCO[C@@H]1OC(C(=O)N2CCCC2)=C[C@H](c2ccccc2)[C@H]1CCCO | 0.3 |
| O=C(C[C@H]1C[C@@H]2c3cc(NC(=O)c4ccc5c(c4)OCO5)ccc3O[C@@H]2[C@H](CO)O1)NC1CCCCC1 | -0.2 |
| C[C@@H]1CN([C@@H](C)CO)S(=O)(=O)c2ccc(C#Cc3cccnc3)cc2O[C@@H]1CN(C)C | 0.0 |

An excerpt from the list above:
| Molecule | TcdB inh |
| --- | --- |
| C[C@@H](NC(=O)C[C@H]1CC[C@@H](NC(=O)c2cccnc2)[C@H](CO)O1)c1ccccc1 | 0.4 |
| CCCNC(=O)N1C[C@H]2[C@@H](c3ccccc31)[C@@H](CO)N2Cc1cc(F)ccc1F | -0.1 |
| CN(C)CC#Cc1ccc([C@H]2[C@H](CO)N3CCCCN(CC4CC4)C[C@@H]23)cc1 | -1.0 |
| COc1ccccc1C#Cc1cnc2c(c1)C(=O)N([C@H](C)CO)C[C@@H](C)[C@@H](CN(C)C(=O)CN(C)C)O2 | -0.1 |

New compounds follow.
| Molecule | TcdB inh |
| --- | --- |
| CC(C)NC(=O)Nc1ccc2c(c1)C(=O)N([C@H](C)CO)C[C@@H](C)[C@H](CN(C)Cc1ccc(Cl)c(Cl)c1)OCCCC[C@@H](C)O2 | 1.3 |
| C[C@@H]1CN([C@H](C)CO)C(=O)c2cc(NC(=O)C3CC3)ccc2O[C@H]1CN(C)Cc1ccc(C(=O)O)cc1 | 0.3 |
| Cc1ccc(S(=O)(=O)Nc2ccc3c(c2)C(=O)N([C@@H](C)CO)C[C@@H](C)[C@H](CN(C)S(=O)(=O)c2cccs2)OCCCC[C@H](C)O3)cc1 | 0.4 |
| COc1ccc(NC(=O)Nc2ccc3c(c2)CC(=O)N([C@H](C)CO)C[C@@H](C)[C@H](CN(C)Cc2ccc(Oc4ccccc4)cc2)O3)cc1 | 0.4 |
| CC(=O)N1CCCCN2[C@H](C1)[C@H](c1ccc(-c3ccccc3)cc1)[C@@H]2CO | -0.8 |
| C[C@@H]1CN([C@H](C)CO)C(=O)c2cc(C#Cc3ccccc3)cnc2O[C@@H]1CN(C)C(=O)CCN1CCCCC1 | 0.9 |
| C[C@H](CO)N1C[C@H](C)[C@H](CN(C)S(=O)(=O)c2cccs2)Oc2ccc(NC(=O)NC3CCCCC3)cc2C1=O | 0.8 |
| C[C@H]1CN([C@@H](C)CO)C(=O)c2cccc(NC(=O)Nc3cccc4ccccc34)c2O[C@H]1CN(C)C(=O)Nc1cccc2ccccc12 | 0.1 |
| COc1ccccc1-c1cn(CC[C@@H]2CC[C@@H](NC(=O)C3CCCCC3)[C@H](CO)O2)nn1 | -0.9 |
| O=C1CN(S(=O)(=O)Cc2ccccc2)C[C@@H]2[C@H](c3ccc(C#Cc4cccnc4)cc3)[C@@H](CO)N12 | -0.3 |

Screening data: PubChem BioAssay, Broad Institute
